Screens as filed in PubChem.
KOR beta-arrestin-1: KOR antagonists, beta-arrestin recruitment, cell-based, luminescence, uHTS (AID 1778). KOR beta-arrestin recruitment, luminescence, antagonist mode; higher % means a stronger effect. inhibition, % at 10 µM, or IC50 in µM where a hit was titrated. 290,000 compounds, 0.091% hits; further: strong numbers were not always called active
Dengue-2 NS5 capping: flavivirus cap methylation enzyme inhibition – biochemical, confirmation dose response, primary screen (AID 588689) | Dengue-2 NS5 methyltransferase capping enzyme assay, biochemical; higher % means a stronger effect | one-dose inhibition, % at 25 µM; IC50 in µM for titrated hits | 340,000 compounds, 0.3% hits; in the data active means a potency from the dose series
NOD1 NF-kB reporter: inhibition of NOD1-driven NF-kB reporter – cell-based, luminescence, uHTS, primary screen (AID 1578); one-dose inhibition, % at 4 µM; EC50 in µM for titrated hits; 290,000 compounds, 1% hits; NOD1-driven NF-kB luciferase reporter cells, luminescence; higher % means a stronger effect; in the data active means inhibition mostly above about 36%, no sharp cut-off; inactive means mostly below about 34%;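 further: HEK-293T reporter cells stimulated with the NOD1 agonist gamma-tri-DAP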
West Nile virus CPE: West Nile virus antiviral activity, cell-based, CPE readout (AID 1621); 290,000 compounds, 0.02% hits; CPE inhibition, % at 10 µM; hits with a dose series show IC50 in µM; West Nile virus-infected cells, CPE inhibition; higher % means a stronger effect; in the data active means a potency from the dose series; further: strong numbers were not always called active
HEK293 NOD2/NF-kB: NOD2 signaling inhibitors, cell-based, luminescence, uHTS, HEK293 (AID 1566); inhibition, % at 4 µM, or EC50 in µM where a hit was titrated; 290,000 compounds, 0.63% hits; HEK293 NOD2/NF-kB luciferase reporter, luminescence; higher % means a stronger effect; further: many of its hits are not listed in these tables
Yfh1-off respiration: mitochondrial function rescue without frataxin homolog – Friedreich's ataxia, plus single-dose screen, dose response (AID 1465) | fold induction at 50 µM; hits with a dose series show EC50 in µM | 220,000 compounds, 0.074% hits | S. cerevisiae Yfh1-off respiration, WST-1 reduction, 72 h; higher fold induction means a stronger effect;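 active means fold induction of absorbance versus untreated yeast above a set limit, then at least 30% activation at any dose in follow-up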;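 further: activators that raise dye reduction in frataxin-depleted yeast; strong numbers were not always called active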
AID2073: disruptors of CaV2.2 binding to Mint1 – biochemical, HTRF (AID 2073) | inhibition, % at 20 µM, or IC50 in µM where a hit was titrated | HTRF protein-protein interaction, Mint1-CaV2.2; higher % means a stronger effect | 290,000 compounds, 0.19% hits; in the data active means inhibition mostly above about 51%, no sharp cut-off; further: some results filed as inactive read as strong as hits
KOR beta-arrestin-2: KOR agonists, beta-arrestin recruitment, primary screen, cell-based, luminescence, uHTS (AID 1777); KOR beta-arrestin recruitment, luminescence; higher % means a stronger effect; 280,000 compounds, 0.02% hits; one-dose activation, % at 10 µM; EC50 in µM for titrated hits; in the data active means activation above about 50%, passing the limit was not always enough; further: a part of the inactive calls stands beside numbers as strong as those of hits
HIV fusion peptide: inhibitors of HIV fusion peptide binding, primary screen, biochemical, uHTS, fluorescence dequenching (AID 1986); 290,000 compounds, 0.3% hits; one-dose inhibition, % at 20 µM; IC50 in µM for titrated hits; cell-free peptide binding, fluorescence dequenching, 30 min; higher % means a stronger effect; in the data active means inhibition mostly above about 52%, no sharp cut-off; inactive means mostly below about 76%; further: some results filed as inactive read as strong as hits
Dengue-2 NS5 capping pilot replicate: also measured in Dengue-2 NS5 capping; calls as there; inhibition, %; measured here: pilot screen replicate inhibition
The depositor's hits bear a star; i = inactive; · = no result given; & = joins results of further samples; [ ] = dose if it differs, or a comment. Unless noted, no stated cut-off is given here; in the data, active means inhibition above about 50%; inactive means the rest. An excerpt. The share of hits here may be higher or lower than overall.

SMILES	KOR beta-arrestin-1	Dengue-2 NS5 capping	NOD1 NF-kB reporter	West Nile virus CPE	HEK293 NOD2/NF-kB	Yfh1-off respiration	AID2073	KOR beta-arrestin-2	HIV fusion peptide	others
Cc1ccc(NC(=O)C2CCCN2S(=O)(=O)c2ccc(-c3ccc(=O)[nH]n3)s2)c(C)c1 (configuration not stated)	-33%	-7%	1%	-0.7%	11%	·	11%	-2.9%	7.2%
COc1cccc(NC(=O)C(NCCC(C)C)c2ccccc2)c1 (configuration not stated)	11%	-1%	15%	-1.1%	1%	i	7%	-3.6%	13%	Dengue-2 NS5 capping pilot replicate=-5.5
CCC(C)C(=O)Nc1ccc(OC)cc1OC (configuration not stated)	-38%	1%	-4%	2.0%	5%	i	0%	-2.8%	-0.8%
O=[N+]([O-])c1ccccc1CCc1cnc(Cl)s1	-21%	1%	6%	-0.6%	-8%	·	2%	2.2%	2.2%
COc1ccc(C)cc1S(=O)(=O)n1cnc(C)c1	-4%[20 µM]	3%	-18%	-0.5%	2%	·	8%	-8.5%	0.0%
CCOc1ccc2nc(N(CCN(CC)CC)C(=O)c3cccc([N+](=O)[O-])c3)sc2c1	17%	-4%	-26%	-0.1%	3%	i	-6%	-3.6%	3.5%
CCCCN1C(=O)C(=O)NC[C@@H]1C(C)O (some centres not stated)	6%	0%	-2%	0.6%	-2%	i	19%	-2.0%	-0.5%
Cc1ccc(CNC(=O)/C=C/c2ccc(Br)o2)cc1	4%	1%	-7%	0.1%	3%	i	23%	4.9%	9.9%
Cc1ccc2c(CC(=O)Nc3c(C)n(C)n(-c4ccccc4)c3=O)coc2c1	31%	-2%	-27%	-0.2%	-3%	i	21%	-5.1%	0.5%
COc1cccc(/C(O)=C2/C(=O)C(=O)N(Cc3ccco3)C2c2ccncc2)c1 (configuration not stated)	9%	7%	6%	0.2%	2%	i	-1%	6.7%	6.7%
O=C1ON=C(c2ccccc2)/C1=C/c1ccc(O)c(O)c1	44%	29%	0%	-0.6%	12%	·	-24%	0.2%	30%
Cc1ccc(C)c(S(=O)(=O)N2CCN(C(C(=O)Nc3ccc(F)cc3)c3ccccc3)CC2)c1 (configuration not stated)	-13%	1%	-6%	-0.5%	-10%	i	-6%	10%	1.3%
Cc1cc(-c2ccc(C)c(S(=O)(=O)NCCC(C)N3CCCCCC3)c2)on1 (configuration not stated)	-16%	-5%	-3%	-1.2%	15%	·	0%	0.1%	-0.1%
Cc1ccccc1NC(=O)c1sc(NC(=O)COc2ccccc2)c(C#N)c1C	-29%	-1%	17%	-0.2%	40%	i	8%	2.8%	3.2%
CS(=O)(=O)NN1C(=O)c2ccccc2NC1c1ccccc1F (configuration not stated)	2%	-5%	-11%	-0.3%	4%	·	12%	-6.5%	-0.7%
CCn1c(=NC(=O)C2COc3ccccc3O2)sc2c(C)ccc(OC)c21 (configuration not stated)	-35%	-12%	14%	-0.6%	-22%	i	18%	0.5%	-2.2%
Cc1cc(Nc2ccccc2)n(C(=O)c2ccc(Cl)cc2)n1	-22%	-3%	-51%	-0.3%	-23%	i	3%	3.5%	1.9%
CC(C)c1nnc(SCC(=O)NC(C)(C)C)n1C	-22%	-1%	-15%	0.6%	3%	i	7%	0.9%	-0.6%
O=c1cc(-c2ccccc2)[nH]c2nc3ccccc3n12	-22%	-4%	-4%	-0.3%	-169%	i	24%	-1.6%	-3.8%
CC1CCN(C(=O)CCCN2C(=O)c3cccnc3Oc3ccc(Cl)cc32)CC1	-3%	-4%	35%	0.0%	-24%	·	2%	-8.4%	-2.2%

In the list so far, 2 have a nitro group on carbon.
SMILES	KOR beta-arrestin-1	Dengue-2 NS5 capping	NOD1 NF-kB reporter	West Nile virus CPE	HEK293 NOD2/NF-kB	Yfh1-off respiration	AID2073	KOR beta-arrestin-2	HIV fusion peptide	others
O=[N+]([O-])c1ccccc1CCc1cnc(Cl)s1	-21%	1%	6%	-0.6%	-8%	·	2%	2.2%	2.2%
CCOc1ccc2nc(N(CCN(CC)CC)C(=O)c3cccc([N+](=O)[O-])c3)sc2c1	17%	-4%	-26%	-0.1%	3%	i	-6%	-3.6%	3.5%

(more compounds)
SMILES	KOR beta-arrestin-1	Dengue-2 NS5 capping	NOD1 NF-kB reporter	West Nile virus CPE	HEK293 NOD2/NF-kB	Yfh1-off respiration	AID2073	KOR beta-arrestin-2	HIV fusion peptide	others
O=C(Nc1ccc(NC(=O)c2cccs2)c(Cl)c1)c1cccs1	-13%	-1%	-44%	-0.2%	-23%	·	5%	-1.4%	1.7%
O=C(Nc1cccc(S(=O)(=O)N2CCOCC2)c1)C1=NN(c2ccccc2)C(=O)CC1	-23%	6%	14%	0.4%	-21%	·	15%	-0.6%	-2.0%
CCOC(=O)c1c(C)oc2c(CN3CCN(C)CC3)c(Br)c(OC)c(O)c12	28%	3%	-14%	0.2%	2%	i	13%	-2.2%	2.1%
COc1cc(CC(=O)OCC(=O)Nc2cccc([N+](=O)[O-])c2)cc(OC)c1OC	25%	1%	-7%	-0.1%	4%	i	25%	-4.1%	-0.2%
O=C(CNC(=O)C(c1ccccc1)c1ccccc1)N/N=C/c1ccc(O)c([N+](=O)[O-])c1	14%	3%	-21%	-0.2%	11%	i	-10%	13%	7.0%
CN(C)S(=O)(=O)c1ccc(N2CCCC2=O)c([N+](=O)[O-])c1	11%	-4%	-12%	-0.2%	9%	i	-2%	-0.1%	0.2%
COc1cc(N)c(Cl)cc1C(=O)OCC(=O)N1CCCC1	-50%	-4%	-4%	-0.4%	2%	·	-1%	1.2%	1.3%
CCc1nnc(NC(=O)CSc2nnc(-c3c[nH]c4ccccc34)n2C)s1	26%	-10%	-29%	0.3%	11%	i	-8%	-1.9%	0.4%
Cc1cc(N2C(=O)C(O)=C(C(=O)c3cc4ccccc4o3)C2c2cccc(Br)c2)no1 (configuration not stated)	-9%	5%	0%	-0.3%	32%	·	32%	0.9%	16µM*
CCN1CC(C)C(O)(c2ccccc2)CC1C (configuration not stated)	-16%	-1%	-6%	-0.5%	1%	i	-2%	2.3%	1.8%
COC(=O)C1=C(C)NC(C)=C([N+](=O)[O-])C1c1ccccc1C(F)(F)F (configuration not stated)	-4%	2%&1%	-14%	-0.1%	4%	i	29%	-3.5%	0.5%
CC(C)[C@H](NC(=O)c1nn(Cc2ccccc2)c(=O)c2ccccc12)C(=O)O	-18%	-8%	-33%	-0.4%	13%	·	-2%	0.3%	-0.1%
Cc1cc(C)c(NC(=O)CSc2nc3ncc(Br)cc3[nH]2)c(Cl)c1	-30%	1%	-14%	-0.2%	16%	·	30%	3.4%	3.1%
CCNC(=S)N/N=C/c1cccc(OCc2c(F)cccc2Cl)c1	-6%	-2%	45%	-1.0%	24%	i	-1%	5.4%	-1.0%
COc1cc(NS(=O)(=O)c2ccc(C)c(C)c2)c(OC)cc1Cl	-27%	-2%	7%	-0.5%	13%	i	8%	1.7%	-1.5%
COc1ccc(CC(=O)Nc2ccccc2N2CCCC2)cc1OC	18%	0%	-1%	-1.2%	19%	·	-1%	-7.4%	-2.5%
CN(C)C(CNC(=O)c1oc2ccccc2c1CSc1ncn[nH]1)c1ccco1 (configuration not stated)	-1%	-5%	5%	-0.7%	4%	i	26%	14%	2.7%
CC(C)CN1CCN(Cc2cccc3nccnc23)CC1CCO (configuration not stated)	-21%	-5%	24%	0.1%	-13%	i	4%	3.9%	-0.6%
O=C(CS(=O)(=O)Cc1ccccc1)Nc1nc2ccccc2s1	8%	-5%	-22%	-0.1%	3%	i	16%	-2.2%	3.2%
O=C(CNS(=O)(=O)c1ccccc1)OCC(=O)c1ccc(OC(=O)c2ccccc2)cc1	-14%	-3%	-2%	0.3%	-14%	i	20%	7.0%	1.4%
O=C(CNC(=O)c1cnccn1)Nc1ccc(F)c(F)c1F	-13%	-10%	-18%	·	3%	·	-4%	-1.6%	4.3%
CCCCN(CC)C(=O)Cn1c(=O)sc2ccccc21	-16%	1%	9%	-0.3%	13%	i	0%	-6.7%	2.5%
O=C(NC1CCCC1)C1CCC(CNS(=O)(=O)c2cccs2)CC1 (configuration not stated)	36%	0%	-22%	-0.2%	10%	i	-7%	2.0%	2.1%
CSc1nc(C)cc(/C=C\c2ccccc2)c1C#N	-36%	-3%	16%	-0.5%	4%	i	8%	-3.4%	-3.1%
O=C1CC(N2CCOCC2)C(=O)N1Cc1ccc(N2CCCC2=O)cc1 (configuration not stated)	-11%	2%	-9%	0.3%	-4%	i	1%	0.8%	2.7%

A run of entries of the results above:
SMILES	KOR beta-arrestin-1	Dengue-2 NS5 capping	NOD1 NF-kB reporter	West Nile virus CPE	HEK293 NOD2/NF-kB	Yfh1-off respiration	AID2073	KOR beta-arrestin-2	HIV fusion peptide	others
Cc1cc(C)c(NC(=O)CSc2nc3ncc(Br)cc3[nH]2)c(Cl)c1	-30%	1%	-14%	-0.2%	16%	·	30%	3.4%	3.1%
CCNC(=S)N/N=C/c1cccc(OCc2c(F)cccc2Cl)c1	-6%	-2%	45%	-1.0%	24%	i	-1%	5.4%	-1.0%
COc1cc(NS(=O)(=O)c2ccc(C)c(C)c2)c(OC)cc1Cl	-27%	-2%	7%	-0.5%	13%	i	8%	1.7%	-1.5%
COc1ccc(CC(=O)Nc2ccccc2N2CCCC2)cc1OC	18%	0%	-1%	-1.2%	19%	·	-1%	-7.4%	-2.5%
CN(C)C(CNC(=O)c1oc2ccccc2c1CSc1ncn[nH]1)c1ccco1 (configuration not stated)	-1%	-5%	5%	-0.7%	4%	i	26%	14%	2.7%
CC(C)CN1CCN(Cc2cccc3nccnc23)CC1CCO (configuration not stated)	-21%	-5%	24%	0.1%	-13%	i	4%	3.9%	-0.6%
O=C(CS(=O)(=O)Cc1ccccc1)Nc1nc2ccccc2s1	8%	-5%	-22%	-0.1%	3%	i	16%	-2.2%	3.2%
O=C(CNS(=O)(=O)c1ccccc1)OCC(=O)c1ccc(OC(=O)c2ccccc2)cc1	-14%	-3%	-2%	0.3%	-14%	i	20%	7.0%	1.4%
O=C(CNC(=O)c1cnccn1)Nc1ccc(F)c(F)c1F	-13%	-10%	-18%	·	3%	·	-4%	-1.6%	4.3%
CCCCN(CC)C(=O)Cn1c(=O)sc2ccccc21	-16%	1%	9%	-0.3%	13%	i	0%	-6.7%	2.5%
O=C(NC1CCCC1)C1CCC(CNS(=O)(=O)c2cccs2)CC1 (configuration not stated)	36%	0%	-22%	-0.2%	10%	i	-7%	2.0%	2.1%
CSc1nc(C)cc(/C=C\c2ccccc2)c1C#N	-36%	-3%	16%	-0.5%	4%	i	8%	-3.4%	-3.1%
O=C1CC(N2CCOCC2)C(=O)N1Cc1ccc(N2CCCC2=O)cc1 (configuration not stated)	-11%	2%	-9%	0.3%	-4%	i	1%	0.8%	2.7%
